mIDH1 inhibitor – inhibitors of human mutant IDH1 R132H. O75874. IDH1-R132H enzyme, NADPH consumption, diaphorase/resazurin fluorescence. Potency, µM (titrated, usually from 76.6 µM), for the others: top-dose activity change, negative = inhibition, usual class: inhibitors. 390,000 tested, 0.093% active; further: potency means the concentration at half of the fitted maximal effect; on the % scale 0 is the no-effect control and ±100 the full control effect; nearly all actives have a fitted effect of over 65% in size
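IDH1-R132H (0.5 ug/mL dispensed) in pH 7.5 Tris buffer was preincubated 30 min with compound, then given a substrate mix of 0.016 mM NADPH and 2 mM alpha-KG for 80 min at room temperature; remaining NADPH was read by diaphorase/resazurin fluorescence.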
TrxR1 substrate – substrates of rat thioredoxin reductase 1. Potency, µM (highest dose often 114 µM), for inactives: at the top dose activity change, negative = substrate turnover. 390,000 tested, 0.01% active. O89049. AID 588456. purified TrxR1 substrate turnover, NADPH consumption readout; further: potency means the concentration at half of the fitted maximal effect; on the % scale 0 is the no-effect control and ±100 the full control effect; nearly all actives have a fitted effect of over 50% in size
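Rat TrxR1, dispensed at 90 nM, was prereduced with 400 uM NADPH (final) for 5 min at ~22 deg C, then incubated with compound 15 min before 400 uM selenite. A first-read NADPH fluorescence drop versus no-compound background flagged substrates.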
D2 agonist – D2 dopamine receptor (human) agonism | HEK293 T-REx D2 cells, calcium flux agonist mode | AID 485358 | 340,000 tested, 0.53% active | activation, % at 2 µM;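 active means activation over 3 SD above normal in the single-dose calcium agonist read, cut at about 30% in these data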; further: 0% is about no effect
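In this primary screen, compounds producing a positive calcium signal within 180 s of addition to tetracycline-induced, force-coupled HEK293 Trex D2 cells are flagged; cells are dye-loaded with a no-wash calcium kit beforehand.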
D2 antag – antagonists of human D2 dopamine receptor; AID 485344; HEK293 TREx D2 cells, calcium flux, dopamine EC80; 340,000 tested, 2% active; P14416; inhibition, % at 10 µM; in the data active means inhibition above about 30%; further: 0% is about no effect
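Calcium flux kinetic readout in an inducible HEK293 TREx D2 line plated overnight at 30 C. After 180 s compound exposure, an EC80 dopamine challenge follows with another 180 s kinetic read to detect antagonism.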
USP1 inh – USP1/UAF1 (human) deubiquitinase inhibition; recombinant USP1/UAF1, Ub-Rhodamine cleavage fluorescence; AID 743255; O94782; Potency, µM (highest dose often 57.1 µM), for the others: top-dose activity change, negative = inhibition, usual class: inhibitors; 390,000 tested, 0.23% active; further: potency means the concentration at half of the fitted maximal effect; on the % scale 0 is the no-effect control and ±100 the full control effect; nearly all actives have a fitted effect of over 60% in size; inactives centre near -12
Target sequence (O94782 whole entry, looked up): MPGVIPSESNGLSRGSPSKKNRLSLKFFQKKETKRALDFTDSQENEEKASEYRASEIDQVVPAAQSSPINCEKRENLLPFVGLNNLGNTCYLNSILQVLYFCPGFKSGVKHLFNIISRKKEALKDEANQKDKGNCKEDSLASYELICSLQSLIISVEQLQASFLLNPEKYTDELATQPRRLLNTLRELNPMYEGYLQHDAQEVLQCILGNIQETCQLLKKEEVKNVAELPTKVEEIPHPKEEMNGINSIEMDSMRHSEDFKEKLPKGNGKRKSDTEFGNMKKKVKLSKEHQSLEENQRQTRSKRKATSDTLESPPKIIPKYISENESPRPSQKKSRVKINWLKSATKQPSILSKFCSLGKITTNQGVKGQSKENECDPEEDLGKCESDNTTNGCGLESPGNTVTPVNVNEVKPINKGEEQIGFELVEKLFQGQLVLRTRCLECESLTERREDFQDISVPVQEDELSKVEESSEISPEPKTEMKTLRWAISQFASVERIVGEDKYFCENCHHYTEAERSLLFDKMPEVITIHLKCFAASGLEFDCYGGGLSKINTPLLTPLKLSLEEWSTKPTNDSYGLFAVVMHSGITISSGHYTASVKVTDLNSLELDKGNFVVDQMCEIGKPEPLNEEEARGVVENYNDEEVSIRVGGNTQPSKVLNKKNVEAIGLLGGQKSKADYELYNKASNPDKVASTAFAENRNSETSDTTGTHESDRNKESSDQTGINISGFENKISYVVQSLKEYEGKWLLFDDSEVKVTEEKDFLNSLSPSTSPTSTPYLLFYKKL
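High-throughput fluorogenic screen: 1nM USP1/UAF1 complex, Ub-Rho substrate 150nM final, 50mM HEPES pH 7.8 with 0.5mM EDTA, 0.1 mg/ml BSA, 1mM TCEP and 0.01% Tween-20.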
Pin1 inh – inhibitors of human Pin1; Pin1 FP peptide displacement, HiFluor488, 10 min; Potency, µM (series often up to 115 µM), for inactives: at the highest dose activity, negative = inhibition, usual class: inhibitors; 390,000 tested, 0.009% active; AID 504891; active means well fitted inhibition curve with a large enough effect in the polarisation, with a control signal flat, not every such curve was filed as active; inconclusive means small, poorly fitted or top-dose-only effect, or effect the other way, or a change in a side signal; inactive means no such curve, though single readings can be large or run the other way; the % refers to the polarisation; further: potency means the concentration at half of the fitted maximal effect; on the % scale 0 is the no-effect control and ±100 the full control effect
Target sequence (Q13526 whole entry, looked up): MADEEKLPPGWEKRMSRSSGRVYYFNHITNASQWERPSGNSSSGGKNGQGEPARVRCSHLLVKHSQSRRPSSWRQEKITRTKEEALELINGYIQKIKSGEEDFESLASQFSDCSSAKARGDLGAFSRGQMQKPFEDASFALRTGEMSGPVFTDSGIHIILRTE
TrxR1 inh – blocks rat thioredoxin reductase 1; Potency, µM (highest dose often 114 µM), inactives show top-dose activity change, negative = inhibition, hits mostly inhibitors; AID 588453; recombinant rTrxR1, NADPH fluorescence consumption, selenite substrate; O89049; 390,000 tested, 1% active; further: potency means the concentration at half of the fitted maximal effect; on the % scale 0 is the no-effect control and ±100 the full control effect; nearly all actives have a fitted effect of over 65% in size
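Rat TrxR1 (90 nM in the dispensed reagent) was pre-reduced with 400 uM NADPH for 5 min at room temperature, then incubated with compound for 15 min. After 400 uM selenite was added, NADPH fluorescence (Ex 340/Em 450 nm) was followed for 8 min.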
TRHR PAM – allosteric enhancers of human TRH receptor; P34981; TRHR cells, fluo-8 calcium fluorescence, EC20 TRH enhancement; enhancement, % at 2 µM; 360,000 tested, 0.66% active; in the data active means enhancement above about 30%; further: 0% is about no effect
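Enhancer read-out: after compound pinning and an initial kinetic agonist-mode read, an EC20 of TRH (10 nM final) was injected and fluo-8 calcium signal (Ex 480/Em 530) followed at 1 s/cycle for 100 cycles in TRHR-expressing cells.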
TRHR agonist – activates the human TRH receptor. P34981. TRHR cells, calcium flux fluo-8, FDSS agonist mode. activation, % at 2 µM. 360,000 tested, 0.18% active. AID 493084; in the data active means activation above about 30%; further: 0% is about no effect
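In this calcium-flux screen, cells bearing human TRHR are dye-loaded with fluo-8, baselined for 10 cycles, then exposed to library compounds; positive kinetic calcium responses during the agonist phase mark hits, with TRH as control.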
* marks the source's active call; other numbers are inactive results; ? = inconclusive; . = not tested or not shown; & = joins results of further samples; [ ] = dose if it differs, or a comment. Unless noted, the call rests on the fitted dose curve; in most records, active means well fitted inhibition curve with a large enough effect; inconclusive means small, poorly fitted or top-dose-only effect; inactive means no such curve, though single readings can be large or run the other way.

(1) CCOc1cc(C(=S)N2CCCC2)ccc1OCC(=O)Nc1c(C)cc(C)cc1C
(2) Cc1ccc2[nH]c(C)c(CCNC(=O)C3CCCCC3C(=O)OCC(F)(F)F)c2c1 (stereo not drawn)
(3) CCn1c(=O)c(C(=O)NCc2ccccc2Cl)c(O)c2ccccc21
(4) CC(=O)Nc1ccc(NC(=O)C2CCCN2C(=O)Nc2ccc(F)c([N+](=O)[O-])c2)cc1 (stereo not drawn)
(5) CCN(CC)S(=O)(=O)c1ccc2[nH]c(=O)cc(C(=O)NCC(c3ccco3)N3CCCC3)c2c1 (stereo not drawn)
(6) COc1ccc(CN2C(=O)c3cccnc3C2O)cc1 (stereo not drawn)
(7) Cc1ccc(OCC(=O)N/N=C\c2c(C)n(C)c3ccccc23)c([N+](=O)[O-])c1
(8) O=C(O)CN1C(=O)/C(=C\c2cc([N+](=O)[O-])ccc2OCc2ccccc2Cl)SC1=S
(9) CC1CN(C(=O)NCc2ccccc2)c2cc(Cl)ccc2O1 (stereo not drawn)
(10) O=C1CCC(=O)N1CC(=O)N(c1ccccc1)c1ccccc1
assay / entry,1,2,3,4,5,6,7,8,9,10
TRHR PAM,4,-6,-8,-2,-3,-16,-2,-1,10&-3,-6
TrxR1 substrate,-2%[11.4 µM],-5%[57.1 µM],-4%,-2%,-12%,0%,-7%,-10%,-2%&3%,7%[57.1 µM]
mIDH1 inhibitor,3%,1%,-3%,2%,1%,?,0%,-21%,0%&4%,2%
D2 antag,7,12,0,-6,-6,0,0,-14,.,9
TRHR agonist,-1.4,-1.4,0.3,0.6,-0.1,0.6,-0.3,-1.8,-0.7&0.4,-2.0
D2 agonist,-0.9,0.2,0.0,0.5,0.1,0.8,0.1,-0.5,0.2,0.2
Pin1 inh,-6%,5%,-8%,-10%,-4%,6%,0%,.,0%&-3%,1%
TrxR1 inh,-52%[57.1 µM],2%[57.1 µM],7%,19%,-15%,9%,1%,-11%,21%&8%,15%[57.1 µM]
USP1 inh,4%,-13%,-15%,-1%,-10%,-11%,-20%,?,-15%&6%,-15%

Looked up one by one from the list above:
(6) COc1ccc(CN2C(=O)c3cccnc3C2O)cc1 (stereo not drawn)
(4) CC(=O)Nc1ccc(NC(=O)C2CCCN2C(=O)Nc2ccc(F)c([N+](=O)[O-])c2)cc1 (stereo not drawn)
assay / entry,6,4
TRHR PAM,-16,-2
TrxR1 substrate,0%,-2%
mIDH1 inhibitor,?,2%
D2 antag,0,-6
TRHR agonist,0.6,0.6
D2 agonist,0.8,0.5
Pin1 inh,6%,-10%
TrxR1 inh,9%,19%
USP1 inh,-11%,-1%

Remaining list, next part:
(11) CCc1ccc(NC(=O)C(NS(=O)(=O)c2cccs2)C(C)C)cc1 (stereo not drawn)
(12) COCCNC(=O)c1ccccc1-c1ccccc1C(=O)O
(13) Cc1nnc(SCC(=O)Nc2nc3ccccc3s2)n(N)c1=O
(14) CCN(Cc1ccncc1)C(=O)c1ccccc1NS(=O)(=O)c1ccc(F)cc1
(15) CCCCC(=O)/C=C/n1c(=S)oc2ccccc21
(16) COc1cccc(NC(=O)C2CCC2)c1
(17) COc1ccccc1N(CC(=O)Nc1ccc(F)c(F)c1)S(C)(=O)=O
(18) COCCN(CCOC)S(=O)(=O)c1ccc(Cl)nc1
(19) O=C(CN1CCN(S(=O)(=O)c2ccc(F)cc2)CC1)NC1CCCC1
(20) CC(=O)Nc1cccc(-c2nnc3n2CC(C)S3)c1 (stereo not drawn)
assay / entry,11,12,13,14,15,16,17,18,19,20
TRHR PAM,5,0,3,-14,-6,1,-3,-4,-2,-5
TrxR1 substrate,-1%,11%[57.1 µM],-17%,3%,-5%,7%,0%,0%[57.1 µM],-5%,11%
mIDH1 inhibitor,12%,5%,8%,-10%,0%,25%,5%,1%,10%,1%
D2 antag,.,13,-3,-10,-21,0,-3,-4,-5,-3
TRHR agonist,-2.1,0.2,-0.1,0.2,0.1,-0.3,0.7,-0.6,-0.1,-0.3
D2 agonist,-0.3,-0.1,-0.3,0.1,0.1,-1.3,2.8,0.1,1.2,0.3
Pin1 inh,6%,1%,6%,-8%,3%,1%,-4%,-1%,-1%,-3%
TrxR1 inh,21%,23%[57.1 µM],-8%,22%,2.2µM*,19%,17%,20%[57.1 µM],?,19%
USP1 inh,-20%,1%,1%,-7%,-21%,-14%,-14%,-10%,-19%,-22%

Ordered by the number under mIDH1 inhibitor (highest first): four of the compounds above
nr | mol | mIDH1 inhibitor
13 | Cc1nnc(SCC(=O)Nc2nc3ccccc3s2)n(N)c1=O | 8%
17 | COc1ccccc1N(CC(=O)Nc1ccc(F)c(F)c1)S(C)(=O)=O | 5%
20 | CC(=O)Nc1cccc(-c2nnc3n2CC(C)S3)c1 (stereo not drawn) | 1%
14 | CCN(Cc1ccncc1)C(=O)c1ccccc1NS(=O)(=O)c1ccc(F)cc1 | -10%

Other compounds follow.
(21) Cc1cc(S(=O)(=O)NCC(=O)O)ccc1F
(22) O=C(NCCN1CCOCC1)c1cccc(S(=O)(=O)Nc2ccc(Br)cc2)c1
(23) CCCc1cc(=O)oc2cc(OC(C)C(=O)NCc3ccccn3)c(Cl)cc12 (stereo not drawn)
(24) Cc1cc(=O)oc2cc(OCC(=O)NC(Cc3c[nH]c4ccc(O)cc34)C(=O)O)c(Cl)cc12 (stereo not drawn)
(25) CCc1noc(C)c1C(=O)Nc1cc(S(=O)(=O)N2CCCCC2)ccc1N(C)C
(26) Cc1cccc(NC(=O)CN2CCSc3ccccc32)c1
(27) COC(=O)[C@@]1(Cc2ccccc2)[C@H]2C(=O)N(C)C(=O)[C@H]2[C@H]2CN=C(SC)N21
(28) O=C(Nc1ccc(C(=O)N2CCN(c3ccc(F)cc3)CC2)cc1)c1nsc2ccccc12
(29) O=C(c1nnsc1S(=O)(=O)c1ccc(Cl)cc1)N1CCOCC1
(30) CC(C)(C)NC(=O)C(c1ccccc1)N(Cc1cccs1)C(=O)c1csnn1 (stereo not drawn)
assay / entry,21,22,23,24,25,26,27,28,29,30
TRHR PAM,0,5,-3,-11,10,2,.,-1,-4,-3
TrxR1 substrate,-1%,2%,-11%[57.1 µM],2%,-4%,-1%,4%,4%[57.1 µM],4%[57.1 µM],12%[57.1 µM]
mIDH1 inhibitor,-4%,3%,1%,-5%,5%,0%,-4%,-10%,-12%,-10%
D2 antag,12,-25,8,-7,-13,-23,.,.,17,-12
TRHR agonist,-0.3,-0.1,-0.6,0.0,-0.5,0.6,.,0.1,-1.0,0.5
D2 agonist,-0.8,0.9,-1.7,-0.1,-0.2,1.0,.,-1.4,1.3,2.1
Pin1 inh,5%,1%,-1%,-14%,6%,4%,-5%,2%,-7%,-1%
TrxR1 inh,-11%,19%,27%[57.1 µM],-6%,-10%,30%,23%,36%[57.1 µM],?,9%[57.1 µM]
USP1 inh,-7%,-22%,-11%,-9%,1%,-3%,-15%,?,-2%,-16%

(31) Cc1cccc(NC(=O)CNC(=O)N2CC(=O)Nc3ccccc32)c1C
(32) COc1ccc(OCCN2CCN(S(=O)(=O)c3ccccc3C(F)(F)F)CC2)cc1
(33) CCOC(=O)C(C)/C(C)=N\Nc1ccc([N+](=O)[O-])cc1[N+](=O)[O-] (stereo not drawn)
(34) COc1cc(CO)ccc1Oc1nc2ccccc2n2cnnc12
(35) Cc1cc(S(=O)(=O)N2CCC3(CC2)OCCN3S(=O)(=O)c2cccs2)ccc1F
(36) CC(=O)c1cccc(NC(=O)c2ccc3c(c2)CCCC3)c1
(37) CC1CC(C)CN(C(=O)CCS(=O)(=O)c2ccc3c(c2)NC(=O)CS3)C1 (stereo not drawn)
(38) Cc1ccc(N(CC(=O)NC2CCCC2)C(=O)c2nsc(Cl)c2Cl)cc1
(39) O=C(O)[C@H](Cc1ccccc1)NC(=O)N1CCC(Cc2ccccc2)CC1
(40) Cn1c(NC(=O)c2cccnc2)nc2ccccc21
assay / entry,31,32,33,34,35,36,37,38,39,40
TRHR PAM,2,7,-10,0,-1,-2,3,0,9,18
TrxR1 substrate,-3%,1%,-7%,-3%,-7%[57.1 µM],2%,5%,10%,-2%,-9%
mIDH1 inhibitor,12%,6%,9%,-3%,3%,23%,-1%,10%,-5%,11%
D2 antag,.,12,-4,.,13,33*,18,7,-10,.
TRHR agonist,0.8,0.8,-0.8,0.4,0.6,-1.1,-0.8,-1.5,0.6,0.0
D2 agonist,.,0.5,-0.3,-0.2,-0.1,0.3,0.2,-0.8,2.0,.
Pin1 inh,5%,1%,3%,-1%,10%,-3%,0%,0%,1%,-15%
TrxR1 inh,9%,12%,-16%,25%,15%,15%,4%,21%,-17%,-13%
USP1 inh,-8%,-7%,-20%,-12%,-22%,-26%,-18%,-21%,-21%,2%

(41) CC1CCN(c2nnc(NC(=O)Cn3c(=O)oc4ccccc43)s2)CC1
(42) Cc1cccc(-c2nc3c4ccccc4nc(NCCc4ccccc4)n3n2)c1
(43) CCCC(=O)NCCSC
(44) O=C(O)c1nccnc1C(=O)Nc1ccc(S(=O)(=O)N2CCOCC2)cc1
(45) Cc1cccc(N2CCN(S(=O)(=O)c3ccc4c(c3)NC(=O)CO4)CC2)c1C
(46) Cc1cc(C(=O)Nc2ccccc2C(=O)O)ccc1NC(=O)COc1ccccc1Cl
assay / entry,41,42,43,44,45,46
TRHR PAM,12,-10,7,10,0,35*
TrxR1 substrate,5%,9%,15%[57.1 µM],-7%,-13%,-4%
mIDH1 inhibitor,4%,-12%,0%,0%,0%,1%
D2 antag,-17,.,-13,-2,3,2
TRHR agonist,0.8,0.7,-0.6,0.8,-0.4,-0.9
D2 agonist,1.2,0.1,-0.1,0.4,0.0,0.3
Pin1 inh,-4%,20%,-4%,1%,-2%,-4%
TrxR1 inh,8%,11%,30%[57.1 µM],-4%,-11%,-7%
USP1 inh,-6%,11%,-16%,-9%,-29%,-9%

Assay outcomes as filed in PubChem.

Some of the compounds tested; rates above refer to the full screens.
